# Assay outcomes as filed in PubChem.
# PLC-gamma1 inh – PLC-gamma1 enzyme inhibitors, primary screen, biochemical, fluorescence, purified enzyme | 370,000 compounds, 0.84% hits | 1-phosphatidylinositol 4,5-bisphosphate phosphodiesterase gamma-1 (Homo sapiens), P19174 | fluorogenic substrate | inhibition, % at 12.2 µM; in the data active = inhibition above about 9.5%
# Tn6 DDE FP – inhibitors of Tn6 peptide binding to fibrin DD(E), primary screen, biochemical, fluorescence polarization, human fibrin, Tn6 probe | inhibition, % at 8.3 µM | Fibrin DD(E) TRITC-Tn6 fluorescence polarization displacement | 370,000 compounds, 0.21% hits | Fibrinogen beta chain (Homo sapiens), P02675;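 active = inhibition above a per-campaign cutoff: mean of compounds within control limits plus 3 SD, cut at about 15% in these data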;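 also: 0% = median of all compound wells on the plate and 100% = blocking peptide control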
# TDP2 inh – human TDP2 enzyme inhibitors, primary screen, biochemical, epi absorbance, recombinant enzyme. Tyrosyl-DNA phosphodiesterase 2 (Homo sapiens), O95551. T5PNP hydrolysis, p-nitrophenol absorbance 415 nm. inhibition, % at 12.8 µM. 370,000 compounds, 0.34% hits. AID 720702, 2013;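 active = inhibition above the mean of all tested compounds plus 3 SD, set per campaign, cut at about 25% in these data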;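 also: 0% = DMSO with enzyme and 100% = buffer with substrate but no TDP2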
#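 Incubation: 2 h at 37 °C; Test system: recombinant human TDP2; Quantity: enzyme 120 nM; Read-out basis: percent inhibition; Medium: 50 mM Tris-HCl pH 7.5 with Mg2+, KCl, DTT, BSA; Repeats: single replicate; Compound: 12.8 µM single point, 1% DMSO; Signal: epi absorbance; Reagent: 5 mM T5PNP chromogenic substrate; Benchmarks: no-enzyme high, DMSO-plus-enzyme low.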
# SIAE primary – human SIAE inhibitors, primary screen, biochemical, fluorescence polarization, FP-Rh probe, 1536-well HTS. Sialate O-acetylesterase (Homo sapiens), Q9HAT2. SIAE FP-Rh probe binding. inhibition, % at 9.66 µM. 370,000 compounds, 0.69% hits;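 active = inhibition above a cutoff: mean of compounds within the control limits plus 3 SD of those, cut at about 17% in these data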;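 also: 0% = plate median of compound wells and 100% = probe without SIAE protein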
# ASAP1 inh – inhibitors of human ASAP1 ArfGAP activity, primary screen, biochemical, fluorescence polarization. Arf-GAP with SH3 domain, ANK repeat and PH domain-containing protein 1 (Homo sapiens), …. ASAP1-stimulated ARF1 GTP hydrolysis, GDP FP detection. inhibition, % at 16.5 µM. 360,000 compounds, 0.19% hits. AID 624377, 2012; in the data active = inhibition above about 25%;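 also: 0% = vehicle with enzyme and substrate and 100% = no enzyme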
# ARFGAP1 inhibitor – inhibitors of rat ARFGAP1 GAP activity, primary screen, biochemical, fluorescence polarization, GDP tracer; 360,000 compounds, 0.26% hits; ADP-ribosylation factor GTPase-activating protein 1 (Rattus norvegicus), Q62848; Arfgap1-stimulated ARF1 GTP hydrolysis, GDP FP detection; AID 651572, 2012; inhibition, % at 16.5 µM;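 active = inhibition above a per-plate limit, mean inhibition of low control wells plus 3 SD, cut at about 25% in these data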;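 also: 0% = DMSO wells with enzyme and 100% = wells lacking Arfgap1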
#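 Material: rat Arfgap1 GAP domain (His6, aa 1-136), purified enzyme. Also added: human ARF1(Δ1-17)-GTP substrate. Compound dosing: 16.5 µM single point, 1.26% DMSO. Timing: enzyme reaction 120 min at 25 °C after 20 min preincubation. Signal: GDP detection by fluorescence polarization. Read-out basis: percent inhibition of GAP-stimulated GDP formation, scaled between DMSO and no-Arfgap1 medians.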
# ADAM17 inh – ADAM17 inhibitors, primary screen, biochemical, QFRET. AID 720648, 2013. recombinant ADAM17, EDANS/DABCYL FRET peptide cleavage. Disintegrin and metalloproteinase domain-containing protein 17 (Homo sapiens), P78536. 370,000 compounds, 0.83% hits. inhibition, % at 6.95 µM;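 active = inhibition above the mean of compounds lying between control limits plus 3 SD, set per campaign, cut at about 8.5% in these data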;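 also: 0% = DMSO-only wells as the low control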
# ADAM10 inh – human ADAM10 inhibitors, primary screen, biochemical, QFRET, HTS; Disintegrin and metalloproteinase domain-containing protein 10 (Homo sapiens), O14672; recombinant ADAM10, EDANS/DABCYL FRET peptide cleavage, 3 h; inhibition, % at 7 µM; 370,000 compounds, 0.62% hits; AID 720582, 2013;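 active = inhibition above a per-campaign cutoff equal to the mean of compounds falling between control-based bounds plus 3 SD, cut at about 20% in these data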;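 also: 0% = DMSO wells while the 100% control is not disclosed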
# PLC-beta3 inh – human PLC-beta3 inhibitors, primary screen, biochemical, fluorescence | inhibition, % at 12.2 µM | 1-phosphatidylinositol 4,5-bisphosphate phosphodiesterase beta-3 (Homo sapiens), Q01970 | Purified PLC-beta3, fluorogenic substrate | 370,000 compounds, 0.18% hits | AID 720704, 2013; in the data active = inhibition above about 11%;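 also: 0% = median of compound wells on plate and 100% = full blocker control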
# Target sequence (Q01970 whole entry, looked up): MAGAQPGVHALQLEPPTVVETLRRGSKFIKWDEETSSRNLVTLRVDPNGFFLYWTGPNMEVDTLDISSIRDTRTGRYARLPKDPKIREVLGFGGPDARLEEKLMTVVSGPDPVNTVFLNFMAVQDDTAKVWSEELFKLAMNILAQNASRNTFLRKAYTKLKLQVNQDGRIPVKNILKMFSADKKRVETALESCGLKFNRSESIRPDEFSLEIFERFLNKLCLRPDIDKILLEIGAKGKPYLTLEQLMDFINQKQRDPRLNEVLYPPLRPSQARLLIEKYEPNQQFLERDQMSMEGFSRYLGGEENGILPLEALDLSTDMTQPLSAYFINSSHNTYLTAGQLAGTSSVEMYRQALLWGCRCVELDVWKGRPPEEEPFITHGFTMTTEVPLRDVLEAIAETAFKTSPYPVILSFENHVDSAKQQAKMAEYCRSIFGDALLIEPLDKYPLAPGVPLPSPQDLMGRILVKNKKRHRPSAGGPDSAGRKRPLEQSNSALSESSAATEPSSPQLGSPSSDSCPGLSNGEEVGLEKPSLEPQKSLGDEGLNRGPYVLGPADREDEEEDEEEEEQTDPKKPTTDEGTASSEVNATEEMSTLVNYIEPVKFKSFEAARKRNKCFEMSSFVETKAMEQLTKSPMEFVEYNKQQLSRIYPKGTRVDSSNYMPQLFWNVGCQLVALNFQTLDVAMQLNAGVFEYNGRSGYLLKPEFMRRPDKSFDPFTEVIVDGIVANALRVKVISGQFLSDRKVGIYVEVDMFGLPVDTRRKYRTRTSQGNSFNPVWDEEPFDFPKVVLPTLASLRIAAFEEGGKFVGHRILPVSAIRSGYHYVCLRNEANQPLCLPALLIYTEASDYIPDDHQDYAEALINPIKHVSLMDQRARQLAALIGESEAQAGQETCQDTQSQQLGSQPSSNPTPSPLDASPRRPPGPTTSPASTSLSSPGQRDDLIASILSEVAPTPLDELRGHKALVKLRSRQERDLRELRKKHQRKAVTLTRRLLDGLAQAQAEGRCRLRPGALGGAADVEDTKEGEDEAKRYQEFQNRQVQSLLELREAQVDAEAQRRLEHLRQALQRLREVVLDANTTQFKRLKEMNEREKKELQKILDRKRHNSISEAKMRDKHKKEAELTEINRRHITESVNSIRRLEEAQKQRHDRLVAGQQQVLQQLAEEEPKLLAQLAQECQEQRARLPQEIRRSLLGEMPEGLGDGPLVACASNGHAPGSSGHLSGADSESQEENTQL
# DDE Tn7 FP inh – inhibitors of Tn7 peptide binding to fibrin DD(E), primary screen, biochemical, fluorescence polarization, human fibrin, Tn7 probe; inhibition, % at 8.3 µM; Fibrinogen beta chain (Homo sapiens), P02675; FP displacement of FITC-Tn7 peptide from fibrin DD(E); 0% = median of compound wells per plate; AID 720508, 2013; 370,000 compounds, 0.13% hits;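 active = inhibition above the mean of compounds falling within the control limits plus 3 SD of them, cut at about 14% in these data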;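 also: 0% = plate median of compound wells and 100% = 10 µM Aha-Tn7 peptide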
#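 Measure: % inhibition scaled between sample-field median and high-control FP; Test system: human fibrin DD(E); Quantity: 2 µM final DD(E) protein; Doses: one dose, 8.3 µM nominal; Schedule: compound with protein 10 min, then 3 h after probe, room temperature; Detection: fluorescence polarization; Medium: Tris buffer with calcium and detergent, pH 7.8.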
# * hit, by the source's call; i = inactive; / = not tested or not shown.
nr	PLC-gamma1 inh	Tn6 DDE FP	TDP2 inh	SIAE primary	ASAP1 inh	ARFGAP1 inhibitor	ADAM17 inh	ADAM10 inh	PLC-beta3 inh	DDE Tn7 FP inh	structure
1	4	-5	-9	-12	0	18	1	-9	3	1	NC(Cc1ccc(Cl)cc1)c1csc(NC(=O)NCC2CCCCC2)n1 (stereo not drawn)
2	-2	-4	8	3	-10	-4	-4	-2	-2	2	C=CCn1c(-c2cccc(OC)c2)n[nH]c1=S
3	2	2	-8	-2	-4	2	-4	-1	3	-1	CCOC(=O)c1nnn(CC(=O)N2N=C(c3ccccc3)CC2c2ccccc2)c1C(=O)OCC (stereo not drawn)
4	0	-9	2	-9	8	-3	-3	7	-1	1	CN(C)S(=O)(=O)c1ccc(NS(=O)(=O)/C=C/c2ccccc2)cc1
5	-7	-3	4	4	4	1	-6	-10	-11	6	CCn1c(SCC(=O)Nc2ccc(S(=O)(=O)Nc3ccccn3)cc2)nnc1-c1ccncc1
6	4	-5	1	-9	8	-2	1	1	1	0	COc1ccc(OC)c(S(=O)(=O)N(C)CC(=O)Nc2ccccc2OC)c1
7	-4	3	12	4	-6	-10	-4	-20	-10	2	CCN(C(=O)COC(=O)CNC(=O)c1ccccc1C)C1=CCCCC1
8	0	4	4	-1	-3	-1	-5	1	-3	-4	CC1(C)CC(=O)C(CC2=C(O)CC(C)(C)CC2=O)=C(O)C1
9	-11	4	1	-3	1	-11	-5	-1	-14	5	N#Cc1c(-c2ccco2)nc(SCc2ccc(F)cc2)[nH]c1=O
10	7	4	-24	-11	4	-7	4	0	6	0	S=C(NCc1ccccc1Cl)NC1CCCC1
11	2	-1	3	-4	-14	-11	-7	7	-1	1	COc1ccc(C(CNC(=O)COc2ccccc2C#N)N2CCOCC2)cc1 (stereo not drawn)
12	-22	1	1	-6	-10	4	-11	-45	-35	-4	CCOC(=O)c1sc2nc(CSCC(=O)OCc3ccc(C(=O)OC)o3)[nH]c(=O)c2c1C
13	-37	-5	0	-4	-9	5	-4	0	-32	-1	O=S(=O)(Nc1cccc2cccnc12)c1ccccc1
14	2	5	-3	-3	-10	-1	1	4	1	2	CCn1c(CNS(=O)(=O)c2ccc(Cl)cc2)n[nH]c1=S
15	0	-2	-5	0	2	2	0	15	-5	3	C=CCSC1=NNC(c2ccc(C(C)(C)C)cc2)=NN1
16	4	5	-10	3	12	9	-2	-8	-4	-3	CCc1nc2ccc(C(=O)NCCOc3ccc(OC)cc3)cn2c1N(CC)CCOC
17	1	4	3	-1	-11	-8	-5	-6	-2	-2	O=C(O)CCCC(=O)Nc1ccc(C(=O)N2CCCCC2)c(Cl)c1
18	10*	1	-9	-4	-1	14	8	18	15*	-10	CC1CCN(C(=O)c2ccc3c(c2NCCO)C(=O)c2ccccc2C3=O)CC1
19	-5	-2	6	-8	0	19	-9	-19	-1	0	CCC(C)NC(=O)Cn1c(=O)n(-c2ccccc2)c(=O)c2ccc(C(=O)NCc3ccco3)cc21 (stereo not drawn)
20	-3	5	0	-3	-3	-2	-4	-7	-5	-2	COc1ccc(C(C)=O)cc1COC(=O)c1cnc(C)cn1
21	5	-11	-14	-5	7	3	-7	-12	4	-3	c1ccc(-c2ccc3ccccc3n2)cc1
22	5	-6	5	9	-10	-10	-3	-11	-7	1	Cc1ccc(S(=O)(=O)N(C)C)cc1NC(=O)CSc1ncn[nH]1
23	0	4	-4	0	-12	13	-3	-12	0	-3	CCCCNC(=O)c1ccc2c(c1)N(CC)C(=O)c1ccccc1S2(=O)=O
24	-3	0	9	2	-2	4	-2	-3	1	-4	CN(C)CC(C(=O)c1ccccc1)c1ccccc1 (stereo not drawn)
25	2	-3	-5	8	10	9	-3	-6	-7	-3	COc1ccc(C2=CC(=O)CC(c3ccc(F)cc3)C2)cc1 (stereo not drawn)
26	2	6	-7	-5	5	2	3	10	-3	1	CCCCCCC(=O)N(O)C1CC(=O)N(c2ccc(F)cc2)C1=O (stereo not drawn)
27	2	-4	0	-16	23	9	1	3	2	-5	CCN1CCN(Cc2ccc(NC(=O)c3cc(NC(=O)c4ccc5n[nH]nc5c4)cc(OC)c3)cc2C(F)(F)F)CC1
28	-2	1	9	3	-2	10	-2	-7	-1	6	Cc1[nH]c2ccccc2c1C(=O)CCl
29	2	0	12	14	7	2	-4	3	-4	7	CCN(CC(=O)NCc1ccc(F)cc1)C(=O)/C=C/c1cccs1
30	1	6	8	-1	4	-11	-2	4	4	-1	CN1CCN(C(=S)c2ccc(N(C)C)cc2)CC1
31	-2	-4	0	8	8	-3	-6	-15	0	4	CCOC(=O)N1CCN(c2c(NCCCOC(C)C)c(=O)c2=O)CC1
32	1	0	-4	-9	-1	-1	-2	12	-3	6	COc1ccc(-c2csc(NC(=O)CCn3cnc4ccccc4c3=O)n2)cc1OC
33	i	6	5	14	-3	9	i	i	i	0	COc1ccccc1C(=O)Oc1ccc2ccc(=O)oc2c1
34	-1	9	11	5	-8	1	-2	3	-7	5	O=C(Cc1ccccc1)NCCN1CCCC1
35	0	4	1	-2	/	/	-2	-3	-1	2	O=C(CSc1nnc(-c2ccccc2)n1-c1ccccc1)Nc1cccc2ccccc12
36	-79	-4	-7	-7	0	1	3	-3	-115	0	CC(=O)Nc1ccc(C(=O)N2c3ccccc3N=C(c3ccc4c(c3)OCO4)C2C(=O)NCc2ccccc2)cc1 (stereo not drawn)
37	-19	-4	-18	-1	4	-4	-37	-87	-37	1	CCOC(=O)c1cc(C#N)c(SCC(=O)O)[nH]c1=O
38	-1	-14	0	-4	3	-6	-3	7	-6	-1	CC1CCCCN1CC(O)COc1ccc(OCC(O)CN2CCCCC2C)cc1 (stereo not drawn)
39	4	-1	4	4	-3	-4	-1	-4	-1	1	Cc1ccnc(NC(=O)Nc2ccc3c(c2)OCO3)c1
40	-30	11	5	1	-15	2	-5	-19	-46	8	Cc1cc(C)n2c(NCc3ccccc3)c(-c3cc4ccccc4o3)nc2n1
41	-8	-6	1	2	-12	3	-7	-15	-14	3	CSc1ccc(-c2ccco2)nn1
42	-29	1	0	6	11	-2	-14	-45	-40	8	CCC(C)(C)n1nnnc1C(c1cc2cc(C)ccc2[nH]c1=O)N1CCCC1 (stereo not drawn)
43	2	-3	2	-9	-8	9	2	9	1	2	COc1ccc(NC(=O)C2Cc3c(-c4ccc(Cl)cc4)ccnc3O2)cc1 (stereo not drawn)
44	1	-3	17	-1	10	-15	3	0	0	-8	O=C(CCCc1ccccc1)Nc1ccccc1C(F)(F)F
45	-2	11	5	-3	-6	0	-8	-20	-3	-1	CCOC(=O)CCCSc1nnc(CCCCCN2C(=O)c3cccc4cccc(c34)C2=O)o1
46	1	3	3	-2	-1	-14	1	0	-4	0	S=C(NCc1ccccc1)Nc1nccs1
47	0	6	-14	-42	16	7	-4	-2	-5	7	CC(C)CCNC(=O)c1ccc(Cn2c(=S)[nH]c3ccccc3c2=O)cc1
48	-1	4	7	7	2	-3	0	-2	-3	0	O=C1CC(c2ccccc2)=NO1
49	0	-9	-11	-1	-10	-15	-8	-3	1	-2	CC1CC(=O)N(c2ccc(Br)cc2)C(=O)C1
50	-3	-2	-1	1	-23	1	-2	8	-3	8	C/C(CC(=O)NC(C)(C)C)=N\NC(N)=S
51	3	-4	4	-1	-5	7	0	-6	7	-17	Cc1cc(C(=O)Nc2cc(C)on2)on1
52	2	0	-26	2	6	7	0	8	7	4	NS(=O)(=O)c1ccc(CNS(=O)(=O)Cc2ccc(Cl)cc2)cc1
53	3	0	7	-1	-1	2	-6	-4	-6	-5	CCOc1cc(C(=O)N(C)CC(=O)Nc2cccc(F)c2)ccc1OCC(=O)N1CCCCC1
54	2	1	4	2	0	9	0	-4	1	-2	CC1CCCCN1CC(=O)NCc1ccc2c(c1)OCO2 (stereo not drawn)
55	1	3	9	-22	11	6	11*	25*	0	7	COc1ccc(S(=O)(=O)N2CCC(c3cc(-c4cccc5ccccc45)n[nH]3)CC2)cc1
56	-1	8	-4	7	-3	-7	-2	1	-3	2	C/C(=N\NC(=O)c1ccncc1)c1cc2ccccc2oc1=O
57	1	5	9	2	-2	-4	-4	0	1	-2	Cc1cc2c(ncn2C)c(NS(=O)(=O)c2ccccc2Cl)c1C
58	2	-8	-4	-10	4	5	-10	-2	-3	6	CCCCOc1ccc(C(=O)O)cc1
59	-4	6	-5	-2	-7	-8	0	2	-8	5	CCNC(=O)CSc1nc2sccc2c(=O)n1-c1ccccc1
60	-1	4	4	9	-3	-2	0	0	3	10	COc1ccc(C2=Nn3c(nnc3-c3ccccc3F)SC2)cc1OC1CCOC1 (stereo not drawn)

# Carrying on:
nr	PLC-gamma1 inh	Tn6 DDE FP	TDP2 inh	SIAE primary	ASAP1 inh	ARFGAP1 inhibitor	ADAM17 inh	ADAM10 inh	PLC-beta3 inh	DDE Tn7 FP inh	structure
61	-1	-11	3	-2	5	2	-4	2	-3	12	O=C(c1ccccc1[N+](=O)[O-])N1CCCN(C(=O)c2ccccc2[N+](=O)[O-])CC1
62	-1	-5	-13	-13	-5	13	2	13	-15	1	CCOc1ccc(NS(=O)(=O)c2ccc(-c3cnc(C4CC4)o3)cc2)cc1
63	1	-2	-3	1	-1	7	-2	3	-6	2	O=C(O)CN1C(=O)/C(=C\c2cn(CC(=O)N3CCOCC3)c3ccccc23)SC1=S
64	0	-2	-7	2	-10	3	-3	-2	-6	5	CCC(Cc1ccccc1)NS(=O)(=O)c1csc(C(N)=O)c1 (stereo not drawn)

# Compounds were not picked by outcome; overall some 3.6% were active at least once.
